# Bioassay records (PubChem)
# pAkt inh: HTS Assay for Inhibitors of Akt Phophorylation: Primary Screen; actives 0.32% (n = 360,000); activity change, % for hits at 50 µM; Neuro2A IGF-stimulated pAkt S473 HTRF, 20 min; stronger effect = lower value; in the data active means activity change below about -80%; inconclusive means mostly about -51% to -80%; further: on the % scale 0 is the no-effect control and ±100 the full control effect
#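 Single-point screen (50 µM final compound) in Neuro2A cells stimulated 20 min with 6 nM IGF at 37 deg C. After lysis, Ser473-phosphorylated Akt read by HTRF (ex 330 nm, em 615/665 nm) as the 665/615 ratio.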
# EPAC2 agonist: qHTS for Agonist of cAMP-regulated guanine nucleotide exchange factor 4 (EPAC2): primary screen; Rap guanine nucleotide exchange factor 4 (Homo sapiens), Q8WZA2; EPAC2 activation, biochemical qHTS; response scale: 100% = 6.5 mM cAMP response; Potency, µM (series often up to 154 µM), inactives show at the highest dose activation, usual class: activators; actives 0.079% (n = 360,000); AID 720711, 2013; further: potency means the concentration at half of the fitted maximal effect; nearly all actives have a fitted effect of over 50% in size
# Target sequence (Q8WZA2 whole entry, looked up): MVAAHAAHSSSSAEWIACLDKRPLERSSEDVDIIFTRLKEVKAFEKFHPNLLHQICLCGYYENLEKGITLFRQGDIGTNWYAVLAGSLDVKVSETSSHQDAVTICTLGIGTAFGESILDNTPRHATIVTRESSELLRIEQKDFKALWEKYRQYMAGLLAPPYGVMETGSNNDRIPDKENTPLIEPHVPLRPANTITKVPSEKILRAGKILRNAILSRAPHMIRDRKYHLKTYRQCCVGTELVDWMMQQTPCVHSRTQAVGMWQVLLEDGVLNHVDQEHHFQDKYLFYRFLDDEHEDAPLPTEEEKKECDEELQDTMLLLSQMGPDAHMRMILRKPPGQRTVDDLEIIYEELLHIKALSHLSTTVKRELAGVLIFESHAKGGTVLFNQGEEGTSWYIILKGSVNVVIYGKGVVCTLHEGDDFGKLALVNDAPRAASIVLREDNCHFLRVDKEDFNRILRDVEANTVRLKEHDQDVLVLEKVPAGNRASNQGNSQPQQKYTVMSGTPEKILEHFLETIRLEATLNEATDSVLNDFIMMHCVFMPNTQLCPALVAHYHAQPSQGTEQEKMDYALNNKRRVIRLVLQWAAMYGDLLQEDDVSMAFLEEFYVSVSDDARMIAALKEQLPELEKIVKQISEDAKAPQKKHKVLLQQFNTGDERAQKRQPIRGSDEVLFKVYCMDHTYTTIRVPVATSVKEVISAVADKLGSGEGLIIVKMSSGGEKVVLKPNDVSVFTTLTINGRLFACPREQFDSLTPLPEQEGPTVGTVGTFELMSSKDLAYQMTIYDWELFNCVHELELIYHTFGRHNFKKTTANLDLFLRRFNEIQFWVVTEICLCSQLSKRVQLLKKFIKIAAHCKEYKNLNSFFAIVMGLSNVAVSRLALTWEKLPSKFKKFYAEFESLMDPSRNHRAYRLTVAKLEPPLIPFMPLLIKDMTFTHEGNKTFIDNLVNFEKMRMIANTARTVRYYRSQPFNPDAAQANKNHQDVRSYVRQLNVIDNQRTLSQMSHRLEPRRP
#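 Each well held 100 nM EPAC2, 250 nM RAP1B-BODIPY-GDP and 50 uM GDP. Fluorescence, read at 5-min intervals to 30 min, was referenced to a 6.5 mM cAMP positive control.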
# EPAC2 antagonist: qHTS for Antagonist of cAMP-regulated guanine nucleotide exchange factor 2 (EPAC2): primary screen. Potency, µM (series often up to 114 µM), inactives show at the top dose activity, negative = inhibition, usual class: inhibitors. EPAC2 GEF exchange of Rap1B-BODIPY-GDP, fluorescence. AID 720708, 2013. actives 0.18% (n = 360,000). Rap guanine nucleotide exchange factor 4 (Homo sapiens), Q8WZA2; further: potency means the concentration at half of the fitted maximal effect; on the % scale 0 is the no-effect control and ±100 the full control effect; nearly all actives have a fitted effect of over 45% in size; many of its hits are not listed in these tables
# TGFb SMAD3 inh: qHTS for Inhibitors of TGF-b; actives 1.2% (n = 410,000); Potency, µM (doses to about 46.1 µM), for inactives: at the top dose activity, negative = inhibition, hits mostly inhibitors; HepG2 CAGA-GFP TGF-b/SMAD3 reporter, GFP fluorescence, 18 h; TGF-beta stimulated, 500 pg/mL final; further: potency means the concentration at half of the fitted maximal effect; on the % scale 0 is the no-effect control and ±100 the full control effect; nearly all actives have a fitted effect of over 65% in size
#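 Read-out: total well GFP (ex488/em500-530) summed from mean per-cell fluorescence. Cells: HEPG2 CAGA-GFP, 1% FBS DMEM, 18 h at 37 degrees C with 500 pg/mL final TGF-beta. Unstimulated wells served as the full-inhibition control; stimulated DMSO wells = 0%.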
# Nrf2 inh: Nrf2 qHTS screen for inhibitors; A549 ARE-Fluc reporter, luciferase luminescence, 18-24 h; AID 504444, 2011; actives 2.1% (n = 360,000); Potency, µM (titrated, usually from 46 µM), for the others: top-dose activity change, negative = inhibition, usual class: inhibitors; further: potency means the concentration at half of the fitted maximal effect; on the % scale 0 is the no-effect control and ±100 the full control effect; nearly all actives have a fitted effect of over 60% in size
#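 Reporter: ARE-Fluc in A549. Exposure: 18-24 h, 37 °C, 5% CO2, 5% FBS OPTI-MEM. Readouts: fluorescent cytotoxicity (CellTiter-Fluor), then luminescent Nrf2 signal after BugLite.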
# Nrf2 ARE act: qHTS of Nrf2 Activators | Potency, µM (top dose mostly 46.1 µM), without a hit: at the top dose activation, hits mostly activators | actives 0.31% (n = 410,000) | AREc32 ARE-luciferase reporter (MCF7-derived line), luminescence, 24 h; further: potency means the concentration at half of the fitted maximal effect; % of control where 0% means no effect; nearly all actives have a fitted effect of over 65% in size
#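 Reporter line AREc32 (ARE-Fluc), seeded overnight in OPTI-MEM with 5% FBS; compound pin-transferred, 24 hr at 37 deg C, 5% CO2; luminescent read-out.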
# CCT modulator: High-Throughput Screening for Modulators of Cytosolic Chaperonin Activity; activity change, % (concentration not given with the values), hits read low; purified chaperonin ATPase assay, HTRF ADP detection, 30 min; actives 0.3% (n = 360,000); in the data active means activity change below about -30%; further: on the % scale 0 is the no-effect control and ±100 the full control effect
#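 First, chaperonin was dispensed at 40 nM or 20 nM final depending on batch activity. Next, compounds were pinned at 76 uM and ATP added at 10 uM. After 30 min at 37 °C, ADP detection reagents ran 30 min at ambient temperature.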
# A549 tox: Nrf2 qHTS screen for inhibitors: counterscreen for cytotoxicity; Potency, µM (titrated, usually from 46 µM), for inactives: at the highest dose activity change, negative = cytotoxicity, most hits filed as inhibitors; A549 ARE-Fluc cells, CellTiter-Fluor viability, 18-24 h; actives 0.16% (n = 390,000); further: potency means the concentration at half of the fitted maximal effect; on the % scale 0 is the no-effect control and ±100 the full control effect
#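 A549 ARE-Fluc cells in 5% FBS OPTI-MEM, 5000 cells/well, rested 2 h then exposed to compounds in concentration-response for 18-24 h at 37 °C. Viability by CellTiter-Fluor fluorescence (Ex 405/Em 525) after 30 min; luciferase luminescence (BugLite, 15 min, RT) read afterwards.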
# MmCpn inh: Inhibitors of TCP-1 ring complex (TRiC) of Methanococcus maripaludis (MmCpn): qHTS; purified Mm-Cpn ATPase, ADP Transcreener TR-FRET; Chaperonin Mm-Cpn (Methanococcus maripaludis); AID 504842, 2011; actives 0.031% (n = 330,000); Potency, µM (titrated, usually from 76.9 µM), inactives show top-dose activity, negative = inhibition, actives largely listed as inhibitors; further: potency means the concentration at half of the fitted maximal effect; on the % scale 0 is the no-effect control and ±100 the full control effect; nearly all actives have a fitted effect of over 80% in size
#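 Reaction buffer contained 30 mM Tris pH 7.4, 100 mM KCl, 5 mM MgCl2 and 1 mM DTT. Mm-CPN (25 nM final) hydrolysed 10 uM ATP over 30 min at 37°C; ADP was read by HTRF.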
# Numbers without * were called inactive; i = inactive; ? = inconclusive; · = not tested or not shown. Unless noted, the call rests on the fitted dose curve; in most records, active means well fitted curve in the direction sought with a large enough effect; inconclusive means small, poorly fitted or top-dose-only effect, or another doubt; inactive means no such curve, though single readings can be large; an effect the other way counts as inactive or inconclusive. This is a subset. The share of hits here may be higher or lower than overall.
structure | pAkt inh | EPAC2 agonist | EPAC2 antagonist | TGFb SMAD3 inh | Nrf2 inh | Nrf2 ARE act | CCT modulator | A549 tox | MmCpn inh
Cc1cc(=O)n(C)c(=O)n1CCCCCN1CCCC1 | i | -1.5% | 4.9% | ? | 5.5% | 0.4% | 1.4 | 0.7% | 0.5%
CCN(CC)C(=O)CSc1ncnc2c(-c3cccs3)nsc12 | i | 2.8% | -0.5% | 4.1% | -1.0% | ? | -2.0 | -14.5% | -1.0%
CN=c1scc(-c2ccco2)n1/N=C/c1ccc(O)c(O)c1 | i | 2.5% | -12.1% | -10.1% | ? | ? | 0.7 | ? | -0.9%
O=C(NCC(=O)N(c1ccc(F)cc1)C(C(=O)NC1CCCCC1)c1cccnc1)c1ccco1 (stereo not given) | i | 5.7% | 0.8% | 7.0% | 1.5% | -0.3% | -3.6 | 5.2% | 0.4%
O=C(Nc1ccccc1C(=O)N1CCOCC1)c1ccc(F)cc1 | i | 3.7% | 3.2% | -2.9% | -2.2% | 0.2% | -2.7 | 0.7% | -0.6%
CCOC(=O)c1ccc(-n2cccc2/C=C2\NC(=O)NC2=O)cc1 | · | -6.0% | -4.7% | -4.4% | 10.6% | 3.8% | · | -0.1% | 2.5%
COc1ccccc1-n1nc(-c2ccccc2)c2cnc3cc(C(F)(F)F)ccc3c21 | · | · | · | 16.3% | -20.9% | 0.2% | · | -5.1% | ·
CC(OC(=O)CNC(=O)c1ccc(Cl)c([N+](=O)[O-])c1)C(=O)NC1CCCCC1C (stereo not given) | i | -2.7% | 2.7% | -9.5% | -9.1% | ? | -2.2 | -8.7% | 0.4%
CC(=O)c1ccc(S(=O)(=O)Nc2ccc(-n3cnnn3)cc2)cc1 | i | -1.8% | -6.4% | 7.0% | -9.5% | -0.4% | 0.7 | 1.8% | 0.6%
CCn1ncc(CNC(=O)CCSc2nc(-c3ccco3)cc(C(F)(F)F)n2)c1C | i | -7.5% | -2.2% | -11.8% | ? | 3.7% | -1.7 | -6.7% | -3.3%

# Looked up one by one from the entries so far (two):
structure | pAkt inh | EPAC2 agonist | EPAC2 antagonist | TGFb SMAD3 inh | Nrf2 inh | Nrf2 ARE act | CCT modulator | A549 tox | MmCpn inh
CCn1ncc(CNC(=O)CCSc2nc(-c3ccco3)cc(C(F)(F)F)n2)c1C | i | -7.5% | -2.2% | -11.8% | ? | 3.7% | -1.7 | -6.7% | -3.3%
CC(OC(=O)CNC(=O)c1ccc(Cl)c([N+](=O)[O-])c1)C(=O)NC1CCCCC1C (stereo not given) | i | -2.7% | 2.7% | -9.5% | -9.1% | ? | -2.2 | -8.7% | 0.4%

# Taken from above.
# Nrf2 ARE act result of Cc1cc(=O)n(C)c(=O)n1CCCCCN1CCCC1 reads 0.4%
# MmCpn inh result of CCn1ncc(CNC(=O)CCSc2nc(-c3ccco3)cc(C(F)(F)F)n2)c1C reads -3.3%

# The list goes on:
structure | pAkt inh | EPAC2 agonist | EPAC2 antagonist | TGFb SMAD3 inh | Nrf2 inh | Nrf2 ARE act | CCT modulator | A549 tox | MmCpn inh
CCOc1cc(-c2nc(-c3ccncc3)no2)cc(OCC)c1OCC | i | -10.1% | 6.5% | -2.2% | 7.6% | 1.8% | 1.7 | -6.6% | -3.4%
O=c1c2ccccc2nc(/C=C/c2cccc(Br)c2)n1CCCO | i | 25.6% | 2.5% | 0.0% | 2.8% | ? | -0.8 | 8.7% | -3.8%
Cc1ccc(S(=O)(=O)NCc2ccc(C(=O)NCCCN3CCC(Cc4ccccc4)CC3)cc2)cc1 | i | -2.9% | 2.5% | -23.7% | 0.9% | 3.4% | -1.1 | -4.0% | 0.9%
CC(C(=O)Nc1ccccc1F)N1CCN(S(=O)(=O)c2ccc(C(F)(F)F)cc2)CC1 (stereo not given) | i | -2.7% | -17.9% | -0.4% | 1.5% | -0.8% | -1.7 | 0.5% | 1.9%
CCOC(=O)c1sc(NC(=O)CSc2nncn2C)nc1C | i | -0.2% | 2.1% | -15.0% | ? | 0.3% | 1.2 | -2.0% | 0.6%
COc1ccc(NC(=O)C2CCCN(S(=O)(=O)c3ccc4c(c3)CCCC(=O)N4)C2)c(OC)c1 (stereo not given) | · | · | · | -2.1% | ? | 0.3% | · | 3.6% | ·
COc1ccc(-c2nc3n(c2Br)CCC3)cc1 | i | 6.0% | 3.2% | -2.5% | · | 2.3% | 1.1 | 11.7% | 0.4%
COc1ccc(Cc2c(C(C)(C)C)nc3ccc(C)cn23)c(C)c1 | i | 10.0% | 2.1% | -7.5% | · | 3.9% | -0.2 | · | ·
O=C(CN1CCc2[nH]c3ccccc3c2C1)N1CCCCC1 | i | -0.5% | -4.1% | -19.0% | · | -0.6% | 0.9 | 0.6% | -3.3%
COc1ccc(-c2cc3nnc(-c4ccccc4)nc3s2)cc1 | i | -8.8% | 9.1% | -14.7% | ? | 2.4% | -1.7 | -0.7% | -0.4%
Cc1ccc(/C(O)=C2/C(=O)C(=O)N(CCN3CCOCC3)C2c2ccccn2)cc1 (stereo not given) | i | 4.1% | 9.9% | 7.1% | 18.4% | 0.8% | -1.4 | 2.1% | 0.6%
Nn1c(CN2CCCCC2)nc2ccccc2c1=O | i | -3.0% | 4.8% | -7.2% | 0.4% | -0.4% | -2.5 | 2.4% | ?

# Compounds from the list above that contain a furan ring, fused or not, in the order listed:
structure | pAkt inh | EPAC2 agonist | EPAC2 antagonist | TGFb SMAD3 inh | Nrf2 inh | Nrf2 ARE act | CCT modulator | A549 tox | MmCpn inh
CN=c1scc(-c2ccco2)n1/N=C/c1ccc(O)c(O)c1 | i | 2.5% | -12.1% | -10.1% | ? | ? | 0.7 | ? | -0.9%
O=C(NCC(=O)N(c1ccc(F)cc1)C(C(=O)NC1CCCCC1)c1cccnc1)c1ccco1 (stereo not given) | i | 5.7% | 0.8% | 7.0% | 1.5% | -0.3% | -3.6 | 5.2% | 0.4%
CCn1ncc(CNC(=O)CCSc2nc(-c3ccco3)cc(C(F)(F)F)n2)c1C | i | -7.5% | -2.2% | -11.8% | ? | 3.7% | -1.7 | -6.7% | -3.3%
